Pf Dd2 inh: qHTS Primary assay for Inhibitors of Plasmodium falciparum Dd2 growth in vitro | AID 1347417, 2020 | P. falciparum Dd2 growth, SYBR Green, 72 h | actives 4.3% (n = 120,000) | Potency, µM (highest dose often 28.9 µM), for inactives: at the top dose activity, negative = inhibition, actives largely listed as inhibitors; active means well fitted inhibition curve with a large enough effect; inconclusive means small, poorly fitted or top-dose-only effect; inactive means no such curve, though single readings can be large or run the other way;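 further: plate controls were DMSO vehicle for no effect and reference drug for full effect; nearly all actives have a fitted effect of over 65% in size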
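Infected erythrocytes (Dd2, 0.3% parasitemia, 2.5% hematocrit final) are added to compound in RPMI-1640/Albumax II medium, grown 72 h at 37C in low oxygen, then lysed with saponin/Triton-X containing SYBR Green and read by fluorescence.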
Numbers without * were called inactive; i = inactive; ? = inconclusive; & = joins results of further samples; [ ] = remark or other dose. Potency means the concentration at half of the fitted maximal effect.

Preview:
SMILES	Pf Dd2 inh
Cc1cccc(NC(=O)CCN2CCN(c3ccccc3F)CC2)c1	?
CC1Oc2ccc(NS(=O)(=O)c3ccc(Cl)cc3)cc2CN(Cc2ccccc2F)C1=O (stereo not drawn)	-17%
O=C(CCC1CCCN(S(=O)(=O)c2ccc(F)cc2)C1)NCc1ccco1 (stereo not drawn)	-7%

The whole of this part (from the top)
SMILES	Pf Dd2 inh
Cc1cccc(NC(=O)CCN2CCN(c3ccccc3F)CC2)c1	?
CC1Oc2ccc(NS(=O)(=O)c3ccc(Cl)cc3)cc2CN(Cc2ccccc2F)C1=O (stereo not drawn)	-17%
O=C(CCC1CCCN(S(=O)(=O)c2ccc(F)cc2)C1)NCc1ccco1 (stereo not drawn)	-7%
CCC[C@@H]1CN(C(=O)c2ccccc2-c2ccccc2F)C[C@H]1NC(C)=O	-4%
O[C@@H]1CCN(Cc2nc(C3(O)CCN(Cc4ccccc4F)CC3)cs2)C1	-17%[44.1 µM]
COc1cccc(NC(=O)CCC2CCN(S(=O)(=O)c3c(C)noc3C)CC2)c1	i
COc1ccc(C(=O)N2CC3CC(C2)[C@H]2CCCC(=O)N2C3)cc1 (stereo partly drawn)	-2%
Cc1ccc(-n2cccc2CC(=O)NC2CCCC2)cc1	?
CSc1cccc(NC(=O)c2ccc3c(c2)CCCN3S(C)(=O)=O)c1	12%
CCc1ccccc1NC(=O)c1cc(-c2ccc(Cl)s2)nc2ccccc12	-5%
CCN(C)C(=O)CN1C[C@@H]2C[C@H]1C(=O)N2c1cc(-c2ccccc2)ccc1OC	-17%
Cc1noc(-c2ccc(OC3CN(C(=O)C4CCOC4)C3)cc2)n1 (stereo not drawn)	46%[activator][5.79 µM]
N#Cc1c[nH]n2c(NC3CCCC3)c(-c3ccc(Br)cc3)nc12	i
CCOc1ccc(NC(=O)c2c(NC(=O)c3cccs3)sc3c2CCC(C(C)(C)C)C3)cc1 (stereo not drawn)	-17%
COc1ccc(OCC(=O)N2CCCC(CNC(=O)c3ccc(F)cc3)C2)cc1 (stereo not drawn)	-16%
COc1ccc(N2CC(C(=O)NCCS(=O)(=O)N3CCN(c4ccccc4)CC3)CC2=O)cc1 (stereo not drawn)	44%[activator]
O=C(O)c1ccc(Cn2cnc3cccnc32)cc1	57%[activator]
Cc1nnc2n1CCC(NC(=O)c1ccsc1)CC2 (stereo not drawn)	26%
CCN(CC)c1ccc(NC(=O)CCc2c(C)nc3ncnn3c2C)c(C)c1	13%
Cc1ccc(NC(=O)C(Cc2ccccc2)NS(=O)(=O)c2ccc3c(c2)c(=O)n(C)c(=O)n3C)c(C)c1 (stereo not drawn)	-16%
COc1ccc(CCNC(=O)C(=O)NCC(c2ccco2)S(=O)(=O)c2cccs2)cc1OC (stereo not drawn)	i
O=C(c1cnccn1)N1CCN(c2cc(-c3ccccc3)[nH]n2)CC1	-10%
O=C(CCc1conc1-c1ccc(F)cc1)NCc1cccc(Br)c1	i
O=C(CN1CC2CC(C1)[C@H]1CCCC(=O)N1C2)NCc1ccccc1F (stereo partly drawn)	-12%
CC(C)n1cc(CN2CCCCCNC(=O)[C@@H]3CCC[C@@H]32)c2ccccc21	i
COCCCN1C(=O)c2[nH]nc(-c3ccccc3O)c2C1c1ccc(OCc2ccccc2)cc1 (stereo not drawn)	8.9µM*
O=C(Nc1ccccc1Br)c1cc(CN2CCCC2)on1	?
Cn1cnc(C(=O)N2CCC(N3CC4CC(C3)[C@H]3CCCC(=O)N3C4)CC2)c1 (stereo partly drawn)	1%
N#Cc1ccc(S(=O)(=O)NC2CCc3nn(CC4CC4)c(=O)n3CC2)cc1 (stereo not drawn)	6%
Cc1c(Cl)cccc1NC(=O)Cn1c(CCC(=O)O)ccc1-c1cccs1	-8%
Cc1ccc(C)c(Cn2c(=O)n(CCCCC(=O)NCc3ccccc3Cl)c(=O)c3ccccc32)c1	?
FC(F)(F)Oc1ccc(CNC2(Cc3cc(-c4ccccn4)on3)COC2)cc1	?
CC(=O)N1CCCN(Cc2nc3c(n2Cc2ccccc2)C(=O)N(Cc2cccc(Cl)c2)CCN3)CC1	?
CCCCN1CC(c2nc3ccccc3n2CCCCOc2ccc(C)cc2C)CC1=O (stereo not drawn)	?
c1cc(CN2CC(Oc3ccc4c(c3)OCO4)C2)cs1	-8%
CCCC1=Nc2cc(C(=O)NC3CCC(C)CC3)ccc2Sc2ccccc21 (stereo not drawn)	?
CCOc1ccc(C2c3cc(OCC)c(OCC)cc3CC(=O)N2c2ccc(C(=O)O)cc2)cc1OCC (stereo not drawn)	61%[activator]
CN(CC1CCOCC1)C(=O)Nc1cc(F)cc(F)c1	-21%
O=C(c1ccc(F)c(Cl)c1)N1CCN(C(=O)c2nnn3c2COC(c2ccccc2)C3)CC1 (stereo not drawn)	?
CC1=NS(=O)(=O)N(C)C=C1C(=O)OCc1nc(-c2ccc(C(F)(F)F)cc2)no1	-6%
Cc1ccc(-c2nccn3cc(C(=O)N4CCN(C5CCN(C)CC5)CC4)nc23)cc1	6%
COC(=O)[C@@H]1Cc2c([nH]c3ccccc23)[C@H]2C[C@@H](NCCc3cnc[nH]3)C[C@@H](c3ccccc3F)N21	i
COCCn1c(CN(C)CC2COc3ccccc3O2)cnc1S(=O)(=O)CC1CC1 (stereo not drawn)	-16%
O=C(c1ccccc1)N1CCn2c(nnc2-c2ccccc2)C1	-20%&-17%[44.1 µM]
O=C(c1ccc(C(F)(F)F)cc1)N1CC2(Cc3ccccc3NC2=O)C1	?

A draw from above in order of length of the SMILES, ascending:
SMILES	Pf Dd2 inh
c1cc(CN2CC(Oc3ccc4c(c3)OCO4)C2)cs1	-8%
CCCCN1CC(c2nc3ccccc3n2CCCCOc2ccc(C)cc2C)CC1=O (stereo not drawn)	?
O=C(c1ccc(C(F)(F)F)cc1)N1CC2(Cc3ccccc3NC2=O)C1	?
Cc1ccc(-c2nccn3cc(C(=O)N4CCN(C5CCN(C)CC5)CC4)nc23)cc1	6%
Cc1ccc(C)c(Cn2c(=O)n(CCCCC(=O)NCc3ccccc3Cl)c(=O)c3ccccc32)c1	?

More compounds.
SMILES	Pf Dd2 inh
O=C(NCc1ccccc1)c1ccc(NC(=O)c2nsc3ccccc23)cc1	-18%
CCCNC(=O)N(C1CCOCC1)C1CCN(C(=O)c2ccc(F)c(F)c2)CC1	63%
Cc1cc(-c2ccc(C)c(S(=O)(=O)NCCc3ccc(S(N)(=O)=O)cc3)c2)on1	38%[activator]
COC(=O)c1ccc(CN2C(=O)[C@@H]3C[C@@H](O)CN3C3(CN(CC4CC4)C3)C2=O)cc1	23%[44.1 µM]
CC(C)CC(=O)Nc1ccc([C@H]2OCC(=O)N(C3CCOCC3)[C@@H]2CO)cc1	15%[44.1 µM]
Cc1ccc(NC(=O)CSc2nc(C)cc(C)c2C(=O)Nc2cccc(C)c2)cc1	?
CCOC(=O)c1cccc(NC(=O)N2CC[C@@H](CC(=O)NCc3ccc(OC)c(OC)c3)[C@@H](CC)C2)c1	?
O=C(NCc1nc(-c2ncccn2)no1)C(c1cccnc1)N1CCCC1 (stereo not drawn)	3%
COc1cccc(CC(=O)N[C@@H]2CCC[C@@H](C(=O)NCc3cc(C)on3)CC(=O)N(C)C2)c1	-10%
CC(=O)Nc1ccc(CN2C(=O)OC3(CCN(C(=O)c4ccnn4C)CC3)C2(C)c2ccccc2)cc1 (stereo not drawn)	i
O=C(Cn1nc2n(c1=O)CCCCC2)Nc1ccc(F)cc1	18%
CCC(=O)N1c2ccc(S(=O)(=O)CCC(=O)NCc3ccccc3OC)cc2CC1C (stereo not drawn)	4%
Cc1nc2c(OCC(=O)c3ccccc3)cccn2c(=O)c1-c1cc(C)n(-c2ccc(Cl)cc2)n1	?
O=C1CC(c2noc(COc3ccc(Cl)cc3)n2)CN1C1CCCCC1 (stereo not drawn)	i
CC1CCC(NC[C@H]2O[C@@H]3C[C@@H](CC(=O)N4CCOCC4)O[C@@H]3[C@@H]2O)CC1 (stereo partly drawn)	15%[44.1 µM]
O=C(Cc1cccn1-c1cccc(Cl)c1)NCc1ccc(N2CCOCC2)cc1	-30%
O=C([C@@H]1C[C@H](Oc2ccccc2)CN1C(=O)c1ccsc1)N1CCOCC1	-5%
CSCC(=O)N[C@H]1CCN2C(=O)c3ccc(Cl)cc3NC(=O)[C@H]12	1%[44.1 µM]
CC(C)CCC(=O)N1C[C@@H](CO)[C@H](c2nc(-c3ccncc3)no2)C1	12%
O=C(NCc1ccc(F)cc1)c1cc2n(n1)CC(c1ccc3c(c1)OCO3)OC2 (stereo not drawn)	-2%
COc1ccc(N(CC(=O)N2CCN(c3cccc(Cl)c3)CC2)S(=O)(=O)c2c(C)noc2C)cc1	i
O=C(c1ccc2nccn2c1)N1CCN(c2cnccn2)CC1	-8%
COc1ccc(-c2cc(N3CCC(NC(=O)c4cc(C)ccc4C)CC3)n[nH]2)cc1	?
Cc1ccccc1C(=O)Nc1ccccc1C(=O)OCc1cc(=O)n2ccsc2n1	27%
Cc1cc(C(=O)N2CC[C@H](NS(=O)(=O)c3cccs3)C[C@H]2C(=O)N[C@H](C)C(N)=O)n(C)n1	3%
COc1ccc(-c2nccn3cc(C(=O)O)nc23)cc1	26%
Cc1ccc(S(=O)(=O)c2nc(-c3cccc(Cl)c3)oc2NCc2ccccc2)cc1	?
COc1cc2c(cc1NC(=O)COc1ccc(Cl)cc1)oc1ccccc12	30%
O=C(NCCc1noc(-c2ccncc2)n1)c1ccccc1	-1%
CC(=O)c1ccc(NC(=O)N2C[C@@H]3C[C@H](C2)c2ccc(NC(=O)c4ccco4)c(=O)n2C3)cc1	-14%
Cc1nc2cccnc2n1-c1cccc(C(=O)NCc2ccc(OC(C)C)cc2)c1	6%
COc1ccccc1CNC[C@H]1O[C@@H]2C[C@@H](CC(=O)NCc3nccn3C)O[C@@H]2[C@@H]1O	13%[44.1 µM]
O=C(CC1N=C2c3ccccc3N=C(SCc3cccc(F)c3)N2C1=O)NCc1ccc2c(c1)OCO2 (stereo not drawn)	i
COc1cccc(-c2ccc3onc(C)c3n2)c1	i
Cc1cc(C)cc(NC(=O)N2CCC(Oc3ncccc3C(=O)N3CCCCC3)C2)c1 (stereo not drawn)	i
COc1ccc(CCN2CCC(CNC(=O)c3cnn(-c4ccc(C)cc4)c3C3CCN(C(=O)OC(C)(C)C)CC3)CC2)cc1	?
CCc1nc(-c2c3n(c(=O)n(Cc4ccccc4Cl)c2=O)CCCC3)no1	-27%
Cc1cc(C)n(CCCN(C)C(=O)C2CC3(CCNCC3)CN2)n1 (stereo not drawn)	1%
COc1ccccc1CCc1nc(C2CC(=O)N(c3ccc(F)c(Cl)c3)C2)no1 (stereo not drawn)	58%[activator]
COc1ccc(NC(=O)CSc2ncc3c(n2)-c2ccccc2N(C)S3(=O)=O)cc1Cl	i
O=C(c1cccnc1)N1CCC(c2nnc(Cn3cccn3)n2C2CC2)CC1	7%
CN(C)Cc1nnc(C2CC(NC(=O)c3ccc4scnc4c3)C2)n1C (stereo not drawn)	?
Cc1nnnn1CCC(=O)Nc1nn(C)c2cccc(N3CCOCC3)c12	1%
COc1ccc(F)c(CN2CCCC(O)(CN3CCN(CCO)CC3)C2=O)c1 (stereo not drawn)	-30%
O=C(NCc1ccc(F)cc1)c1ccc2c(c1)N(Cc1c(F)cccc1Cl)C(=O)CS2	-21%
O=C(Nc1cccc(C(F)(F)F)c1)c1cc(CN2CCOCC2)on1	-11%
CCN(CCNC(=O)C1Cn2cccc2C(=O)N1)Cc1ccccc1 (stereo not drawn)	i
COCCC(=O)N1CCCCCCNC(=O)[C@@H]2CCCC[C@@H]21	5%
Cc1ccc2c(c1)c1c(c(=O)n(-c3cccc(Cl)c3)c(=O)n1CC(=O)N1CCCC1)n2C	24%
Cc1ccc(S(=O)(=O)N2CCCC2C(=O)Nc2ccc(Br)cc2)cc1 (stereo not drawn)	2%
O=C1NCCCCCCN(C(=O)c2ccoc2)[C@H]2C[C@H](C(=O)N3CCN(c4ccccn4)CC3)C[C@@H]12	i
CC(=O)NCCC(=O)N1CCC2(CC1)CC(NC(=O)NC(C)C)c1ccccc12 (stereo not drawn)	7%
O=C(Nc1cccc(F)c1)N1CCc2c(nc3cc(-c4ccccc4Cl)[nH]n3c2=O)C1	i
COc1ccc(CNC(=O)CC(C)n2nc(C)cc2C)cc1 (stereo not drawn)	10%
C=CCNC(=O)N[C@H]1[C@H](O)[C@@H](N(C)CCN(C)C)[C@@H]2OC[C@H]1O2	i
COc1ccccc1CNc1ncnc2c1c(-c1ccccc1)cn2-c1ccc(Br)cc1	?
CN(C)c1cc(N2CCCC(NC(=O)Cc3ccccc3F)C2)ncn1 (stereo not drawn)	i[5.79 µM]
CCOc1ccc(-n2c(=O)c3sc4ccccc4c3n(Cc3cccc(C)c3)c2=O)cc1	6%
c1ccc(-c2cnc([C@@H]3COCCN3Cc3ccncc3)[nH]2)cc1	?
Cc1cccc(CN2CCC3(CC2)Cc2ccccc2CNC3=O)c1	?

Reprinted at random: three entries already listed, in no set order.
SMILES	Pf Dd2 inh
CCN(CCNC(=O)C1Cn2cccc2C(=O)N1)Cc1ccccc1 (stereo not drawn)	i
C=CCNC(=O)N[C@H]1[C@H](O)[C@@H](N(C)CCN(C)C)[C@@H]2OC[C@H]1O2	i
Cc1ccc2c(c1)c1c(c(=O)n(-c3cccc(Cl)c3)c(=O)n1CC(=O)N1CCCC1)n2C	24%

The listing continues.
SMILES	Pf Dd2 inh
O=C(Nc1ccccc1)N1CCC(N2CCCNC2=O)CC1	8%&8%[44.1 µM]
COc1ccccc1CNc1ncnc2c1CN(C1CCCNC1)C(=O)CN2C (stereo not drawn)	6%
O=C(Cn1cnc2ccccc2c1=O)NCCC(=O)Nc1ccc(F)cc1	12%
CCOc1ccccc1C(=O)NC1CCN(c2cc(-c3ccc(OC)cc3)[nH]n2)C1 (stereo not drawn)	?

Source: PubChem BioAssay (National Center for Advancing Translational Sciences (NCATS))

This is a subset, so the mix of outcomes need not match the whole.
